Assay outcomes (PubChem BioAssay)
CHRM1 antagonist = human CHRM1 antagonism | 360,000 compounds, 1.3% hits | CHO-K1 hM1, Fluo-8 calcium fluorescence, ACh EC80 antagonist | inhibition, % at 3 µM;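 active = percent inhibition above its own plate's cutoff, namely the mean of that plate's compound wells plus 3 SD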;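 note: peak over basal fluorescence ratio during 140 s after agonist addition; 0% = ACh EC80 plus DMSO and 100% = DMSO alone without agonist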
Target sequence (P11229 whole entry, looked up): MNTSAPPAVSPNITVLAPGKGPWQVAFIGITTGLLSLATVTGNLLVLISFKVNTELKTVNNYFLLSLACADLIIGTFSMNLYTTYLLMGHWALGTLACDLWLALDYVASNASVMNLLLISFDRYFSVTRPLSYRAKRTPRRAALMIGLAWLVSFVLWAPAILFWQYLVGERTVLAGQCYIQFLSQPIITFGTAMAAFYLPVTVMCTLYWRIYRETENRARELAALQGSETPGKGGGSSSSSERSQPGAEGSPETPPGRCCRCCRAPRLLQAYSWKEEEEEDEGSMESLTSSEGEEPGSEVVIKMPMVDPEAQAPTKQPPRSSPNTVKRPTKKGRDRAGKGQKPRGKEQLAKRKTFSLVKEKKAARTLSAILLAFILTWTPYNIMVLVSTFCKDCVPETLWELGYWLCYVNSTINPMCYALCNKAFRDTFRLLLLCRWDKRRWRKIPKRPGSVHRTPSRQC
M1 ag = activates human CHRM1 receptor | 360,000 compounds, 0.33% hits | activation, % at 3 µM | CHO-K1 hM1, Fluo-8 calcium fluorescence, agonist mode; 0% DMSO, 100% acetylcholine EC100 | AID 588814 | P11229;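 active = activation above the run's mean compound activation plus 3 SD, cut at about 16% in these data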;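 note: peak over basal fluorescence ratio within a 140 s kinetic read after compound addition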
CHO parental Ca = counter-screen: ATP calcium response change in parental CHO cells | parental CHO-K1, ATP-induced calcium, Fluo-8 fluorescence | inhibition, % at 5.6 µM | 330,000 compounds, 0.63% hits;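 active = inhibition above that plate's mean sample inhibition plus 3 SD, cut at about 26% in these data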;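 note: 0% = ATP-challenged DMSO wells and 100% = DMSO wells without ATP; some compounds past the cut are filed as inactive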
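Assay system: untransfected parental CHO cell line. Also added: ATP agonist challenge. Dosing: one dose, 5.6 µM nominal. Measured by: Fluo-8 fluorescence. Read-out: % inhibition. Benchmarks: ATP wells versus no-ATP DMSO wells. Repeats: no replicates.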
V1aR counter = V1a receptor agonism, counter-screen for OXTR agonists; activation, % at 3 µM; 320,000 compounds, 0.25% hits; P37288; CHO-V1R cells, Fluo-8 calcium fluorescence, agonist mode; 0% DMSO, 100% 3 nM vasopressin;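 active = activation above the mean activation of all tested compounds plus 3 SD, per screening run, cut at about 20% in these data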;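 note: signal is peak over basal fluorescence ratio across a 100 second FLIPR read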
Target sequence (P37288 whole entry, looked up): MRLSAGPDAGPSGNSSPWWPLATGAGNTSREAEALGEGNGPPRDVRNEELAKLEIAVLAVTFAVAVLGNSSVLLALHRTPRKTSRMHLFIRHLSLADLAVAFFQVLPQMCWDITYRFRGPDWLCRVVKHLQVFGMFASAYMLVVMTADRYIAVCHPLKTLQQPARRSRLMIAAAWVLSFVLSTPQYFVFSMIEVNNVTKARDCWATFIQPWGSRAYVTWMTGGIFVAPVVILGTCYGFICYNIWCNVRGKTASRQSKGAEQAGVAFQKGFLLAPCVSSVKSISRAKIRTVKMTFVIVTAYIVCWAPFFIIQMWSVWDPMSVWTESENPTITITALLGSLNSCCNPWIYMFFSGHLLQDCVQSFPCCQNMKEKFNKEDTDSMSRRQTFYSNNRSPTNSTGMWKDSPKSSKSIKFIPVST
OXTR potentiate = potentiators of human oxytocin receptor; activation, % at 3 µM; 320,000 compounds, 0.061% hits; CHO-OTR cells, Fluo-8 calcium fluorescence, potentiator mode; 0% = oxytocin EC15, 100% = EC100; AID 2445;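 active = activation above that plate's cutoff, the mean activation of tested compounds plus 3 SD, cut at about 6.6% in these data, passing the limit was not always enough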;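 note: 100% uses oxytocin at 75 nM as the full agonist control; some results filed as inactive read as strong as hits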
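Assay system: CHO-OTR cells, human receptor / Also added: oxytocin at about EC15, sub-maximal agonist stimulus / Dosing: single dose, 3.0 µM nominal final compound concentration / Incubation: 6 min pre-incubation, 100 s read / Technique: Fluo-8 calcium dye fluorescence / Read-out: % activation vs EC15 and EC100 oxytocin / Benchmarks: EC15 oxytocin low, 75 nM oxytocin high / Replicates: singlicate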
CHRM1 PAM = potentiates human M1 receptor response to acetylcholine; P11229; CHO-K1 hM1, Fluo-8 calcium fluorescence, ACh EC20; 0% = ACh EC20, 100% = maximal ACh; activation, % at 3 µM; 360,000 compounds, 0.088% hits; AID 588819; in the data active = activation above about 19%, passing the limit was not always enough
TAAR1 ag = human TAAR1 agonism; CHO RD-HGA16 TAAR1, Fluo-8 calcium fluorescence; vehicle wells 0%, saturating PEA agonist 100%; 360,000 compounds, 0.99% hits; AID 624467; activation, % at 3 µM; Q96RJ0;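 active = activation above the mean activation of all test compounds in the run plus 3 SD, cut at about 38% in these data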
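Signal – calcium-sensitive Fluo-8 signal, excitation 470-495, emission 515-575 nm · System – RD-HGA16 (CHO) cells co-expressing Gα16 and hTAAR1 · Incubation – 17-24 h seeding, 75 min 37 °C dye, 30 min RT · Compound dosing – 3 µM single concentration · Repeats – no replicates (n 1)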
TAAR1 antagonist = human TAAR1 antagonism; Q96RJ0; CHO RD-HGA16 TAAR1, Fluo-8 calcium fluorescence, antagonist; inhibition, % at 3 µM; 360,000 compounds, 1.5% hits; AID 624466;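 active = inhibition above a per-plate cutoff, the mean inhibition of test compounds on that plate plus 3 SD, cut at about 49% in these data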;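 note: 0% = DMSO plus EC80 beta-PEA response and 100% = DMSO alone without agonist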
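Assay system: CHO-derived RD-HGA16 cells stably expressing human TAAR1 plus Gα16. Timing: 140 s kinetic read after compound, 140 s after agonist. Technique: kinetic Fluo-8 calcium fluorescence measurement. Measure: % inhibition of agonist calcium response.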
OXTR agonist = agonists of human oxytocin receptor | AID 2435 | activation, % at 3 µM | CHO-OTR cells, Fluo-8 calcium fluorescence; normalized: DMSO 0%, oxytocin 100% | 320,000 compounds, 0.32% hits | P30559;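 active = activation above the mean of all tested compounds plus 3 SD, cutoff set per screening run, cut at about 20% in these data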;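 note: peak over basal fluorescence ratio from a 100 s FLIPR kinetic read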
* marks the source's active call; other numbers are inactive results; / = no result given.

canonical_smiles	CHRM1 antagonist	M1 ag	CHO parental Ca	V1aR counter	OXTR potentiate	CHRM1 PAM	TAAR1 ag	TAAR1 antagonist	OXTR agonist
O=C(NC1CCCCC1)C(c1ccncc1)N(C(=O)c1csnn1)c1cccc(F)c1 (configuration not stated)	-11.2	-3.6	-10.5	0.2	1.4	4.8	-4.8	-16.0	-1.4
Cc1nc(N2CCN(C(=O)c3cnccn3)CC2)c2c3c(sc2n1)CC(C(C)(C)C)CC3 (configuration not stated)	-2.9	-1.7	-5.5	0.8	-10.2	8.4	0.5	12.3	1.1
COc1ccccc1N(CC(=O)N1CCC(C(N)=O)CC1)S(=O)(=O)c1ccccc1	-2.9	-2.2	2.3	-0.1	-2.0	8.1	1.5	-4.9	0.7
COc1cc(C)c(S(=O)(=O)NCCCn2ccnc2)cc1C	-10.3	-5.0	-3.8	-0.3	-9.4	11.7	-0.7	-8.4	-0.6
CCN1CCN(C(=O)CCc2nnc(CCc3ccc(OC)cc3)o2)[C@@H](C)C1=O	-20.6	-0.8	/	/	/	14.5	8.0	-28.1	/
O=C(O)CCNc1nc(C(F)(F)F)nc2ccccc12	7.3	-8.6	-7.6	-0.1	-4.2	-12.2	2.3	12.9	-0.6
Cc1noc(C)c1S(=O)(=O)Nc1ccc2c(c1)C(=O)N([C@H](C)CO)C[C@H](C)[C@@H](CN(C)C(=O)NC(C)C)O2	-12.7	-1.9	-11.1	0.4	-1.4	9.9	1.6	-15.6	0.8
CCOC(=O)c1cc(-c2ccc(OC)cc2)nn1-c1ccc(C(=O)O)cc1	-2.1	-2.4	-9.2	-0.4	-14.7	10.4	1.3	-17.6	-0.5
Cc1cc(C)c(NC(=O)Cn2c(=O)n(Cc3ccco3)c(=O)c3ccccc32)c(C)c1	-13.4	-0.5	-3.0	-0.4	-9.0	10.1	2.5	12.2	-0.1
CC1=C(CC(=O)c2ccccc2)C(=O)c2ccccc2C1=O	-3.9	-4.6	-12.4	-1.6	2.4	3.4	4.8	23.9	-3.0
Cn1ncc(Cl)c1C(=O)N1CCN(C23CC4CC(CC(C4)C2)C3)CC1	-3.5	-6.4	-8.0	0.6	-5.9	2.7	3.7	-14.5	-1.0
COc1ccc(CN2CCN(Cc3ccc(OC)c(OC)c3OC)CC2)cc1	-4.1	-9.6	-22.7	1.5	-1.6	2.1	-0.6	-18.4	1.7
CCCCCOC(=O)Nc1nnc(CCC)s1	-4.9	-3.7	-15.8	-0.6	-1.8	7.5	14.8	3.1	-2.0
CCc1nnc(NC(=O)c2cc(-c3ccncc3)nc3ccccc23)s1	-7.5	0.7	-28.9	-0.2	-3.5	4.6	2.7	-61.4	-0.7
CCOc1ccc(S(=O)(=O)N2CCC(C(=O)NC3CCCCC3)CC2)cc1	-2.6	-2.6	-4.8	0.2	-3.2	3.5	0.3	-7.8	-0.8
Cc1ccc(/C=N/NC(=O)c2cccnc2)o1	-9.9	-3.7	-14.3	0.7	-6.5	5.7	3.0	11.4	0.6
N/C(=N\c1nc2ccccc2o1)NC(=O)/C=C/c1ccccc1	-12.2	-3.1	-13.7	0.0	-7.2	4.5	1.9	-26.2	-1.0
C/C(CC(=O)Nc1cccc2c1CCCC2)=N\NC(=O)c1ccccc1N	1.1	-2.2	-23.7	1.4	-7.5	-0.1	23.6	20.8	1.6
CCOC(=O)N1CCc2c(sc3c2c(=O)n(Cc2ccccc2)c(=O)n3Cc2ccccc2F)C1	-4.6	-2.5	-17.7	-0.6	-4.5	5.4	4.6	-46.1	0.3
CCN1CC(=O)Nc2cc(S(=O)(=O)N3CCOCC3)ccc21	-9.3	-0.3	-1.9	0.9	1.3	5.1	2.5	-12.9	0.1
Fc1ccccc1N1CCN(Cc2cccnc2)CC1	-6.8	-10.0	-0.4	0.7	-2.3	5.5	3.1	1.9	0.3
Cc1nc(SCC(=O)OCc2ccccc2)c(C#N)c(-c2ccccc2)c1C(=O)Nc1ccccc1	23.9	-2.4	-7.4	0.8	-18.2	-3.7	12.8	30.2	-0.3
N#CCC(=O)N/N=C/c1c2ccccc2cc2ccccc12	-6.9	-4.2	/	/	/	4.6	-0.7	-17.3	/
Cc1ccc(CNC(=O)c2ccc(N3CCC4(CC3)CC(c3cccc(Br)c3)=NO4)c(NC(=O)c3ccc(Cl)c([N+](=O)[O-])c3)c2)cc1	-5.8	-3.2	-6.9	0.1	-8.0	5.3	4.8	7.1	-0.1
CC(C)CCNC(=O)C(CC(C)C)N(Cc1ccc2c(c1)OCO2)C(=O)c1snc(C(N)=O)c1N (configuration not stated)	10.3	-5.6	-20.1	-1.1	-17.8	-4.0	5.1	26.1	-2.3
COc1ccc(-c2nnc(SCC(=O)c3cc(C)n(Cc4cccs4)c3C)o2)cc1	-4.3	1.0	-5.5	0.6	1.2	4.0	8.0	0.1	1.2
CC(=O)c1cccc(NC(=O)CSc2nc3ccccc3c(=O)n2CCCN2CCOCC2)c1	-2.7	-6.2	-11.3	1.7	-7.9	2.1	10.8	34.1	2.9
CCN1C(=O)c2ccccc2Sc2ccc(C(=O)NCCC(C)C)cc21	-7.4	-8.9	-26.7	0.1	-6.8	4.0	3.5	-20.8	-1.3
CCC(CC)c1nnc(NC(=O)c2ccc3c(c2)OCO3)s1	3.9	-1.7	-2.6	0.9	-2.0	3.2	-2.3	6.0	-0.2
COCc1nnc(NC(=O)CCN2C(=O)c3ccccc3C2=O)s1	-2.2	1.2	-1.3	0.3	1.5	2.8	7.2	-5.7	-0.1
CCc1ccccc1NC(=O)CN(C)C(=O)c1cc(C2CC2)nn1-c1ccccc1	3.1	0.3	-16.8	-0.2	-2.2	9.0	6.7	-11.5	-1.8
CN(CC(=O)Nc1cccc(F)c1)CC(=O)Nc1cccc2ccccc12	24.9	-1.4	-13.7	1.8	-7.9	-13.3	45.8*	58.8*	4.0
CCOC(=O)C1CCN(Cc2coc3c(Cl)cc(Cl)cc3c2=O)CC1	-5.6	7.0	-3.2	0.6	2.9	-3.4	13.7	-1.1	1.0
COc1ccc(Cn2nnnc2C(c2cc3ccc(OC)cc3[nH]c2=O)N2CCCCCC2)cc1 (configuration not stated)	3.2	-10.2	-23.2	-0.2	-6.3	-10.7	1.9	11.1	0.4
O=C(Nc1ccc(S(=O)(=O)Nc2ccccn2)cc1)c1cccc(Cl)c1	-5.7	-6.5	0.2	0.0	-5.2	4.0	-4.8	-2.1	0.3
CCOC(=O)C1CCN(C(=O)CCn2c(=O)c3cccn3c3cccnc32)CC1	3.7	-3.0	-17.0	0.8	-6.5	-0.2	9.5	-23.5	1.1
COc1ccc(N2CCN(C(=O)Cn3c(=O)[nH]c4ccsc4c3=O)CC2)cc1	-11.8	0.3	7.7	0.9	-16.7	8.9	6.6	-9.2	-0.3
Cc1n[nH]c(C)c1S(=O)(=O)N1CCCC(C(=O)NCC2COc3ccccc3O2)C1 (configuration not stated)	-24.2	-3.0	-6.8	0.2	-0.7	7.9	1.0	11.7	-0.1
CC(OC(=O)Cc1ccsc1)C(=O)Nc1ccc(Cl)cn1 (configuration not stated)	-8.1	-4.1	-7.0	-1.2	-1.0	8.4	-2.3	-17.7	-2.1
CCOC(=O)C1=C(CS(=O)(=O)c2ccc(C)c(C)c2)NC(=O)NC1c1ccc(O)cc1 (configuration not stated)	-12.6	-0.4	-2.3	-0.2	-7.5	15.3	0.8	-1.0	0.2
Cc1ccc(C(=O)C2CCN(CC(=O)NC3CCCC3)CC2)cc1	-12.6	-3.3	1.6	0.1	-1.4	15.4	-1.4	-27.9	-0.1
CCOC(=O)c1c(C)nc(C)c(C(=O)OCC)c1-c1cccc(N)c1	-0.5	-5.3	-19.5	-2.0	-0.6	5.8	0.0	-25.0	-1.4
CCN(CC)C1CCN(C(=O)c2cc(COc3ccc(-n4cncn4)cc3)on2)C1 (configuration not stated)	42.2*	14.5	3.7	0.9	2.8	-8.4	1.5	-22.1	2.0
CCOc1ccccc1NC(=O)NCc1ccccn1	-4.3	-3.5	-0.8	-0.7	-3.7	7.9	0.5	-1.1	0.5
CS(=O)(=O)c1ccc(NC(=O)CCCc2nc3ccccc3c(=O)[nH]2)cc1	-6.8	0.2	-7.1	1.3	-6.5	13.4	3.7	-15.6	0.6
O=C(CSc1nc2[nH]ncc2c(=O)[nH]1)N1CCCCC1	-5.5	3.1	-0.4	0.2	5.5	5.8	2.7	-1.1	0.6
O=C(CSc1ccc(Br)cc1)Nc1ccccc1Oc1ccccc1	-13.1	1.7	-23.2	-0.4	-7.9	4.3	6.5	35.1	1.3
Nn1cc(-c2ccccc2)nc1SCC(=O)NCCc1ccccc1	-19.0	-3.9	-16.4	-0.7	1.3	13.6	13.2	-3.5	-0.9

Some values from above:
Under TAAR1 antagonist, `COc1ccc(CN2CCN(Cc3ccc(OC)c(OC)c3OC)CC2)cc1` shows -18.4
Under TAAR1 ag, `CCC(CC)c1nnc(NC(=O)c2ccc3c(c2)OCO3)s1` shows -2.3
